NS3 helicase inh: inhibitors of HCV NS3 helicase, primary screen, biochemical, Cy5 molecular beacon fluorescence. inhibition, % at 10.9 µM. NS3 helicase DNA unwinding. Hepatitis C virus NS3 helicase. 290,000 compounds, 0.56% hits. AID 1800, 2009;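 active means inhibition above the mean of all tested compounds plus 3 SD, set per campaign, cut at about 35% in these data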;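 further: 0% = DMSO wells and 100% = thioflavine S control wells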
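System: NS3 helicase fragment of HCV / Schedule: 1 h at 25 °C / Control set: DMSO alone as 0% and 110 µM thioflavine S as 100% / Reagent: Cy5/quencher beacon DNA duplex and ATP to start / Technique: Cy5 fluorescence / Replication: singlicate / Evaluation: % inhibition of end-to-start signal ratio versus controls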
p-CIP stab down: p/CIP-EGFP fusion destabilizers, primary screen, fluorescence, F442A cells. 16 h. decrease of EGFP signal, % at 10 µM. 290,000 compounds, 0.01% hits. AID 1984, 2009;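 active means EGFP signal decrease of at least 30% at 10 µM or well 3 SD below plate mean, unless failing retest; inactive means the rest, including hits failing retest or dose response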; further: some compounds called inactive have numbers as strong as hits; many of its hits are not listed in these tables
M18AAP inhibitor: PfM18AAP inhibitors, malaria aminopeptidase, primary screen, biochemical, QFRET, recombinant enzyme; M18 aspartyl aminopeptidase (Plasmodium falciparum 3D7); H-Glu-NHMec fluorogenic cleavage; inhibition, % at 7.35 µM; 290,000 compounds, 1.2% hits;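 active means inhibition above the campaign mean inhibition over all tested compounds plus 3 SD, cut at about 28% in these data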;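 further: 0% = plate median of test compound wells and 100% = 2 mM ZnCl2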
VIM-2 inh: VIM-2 metallo-beta-lactamase inhibitors, primary screen, biochemical, epi-absorbance readout, Pseudomonas aeruginosa enzyme; purified VIM-2, nitrocefin hydrolysis, epi-absorbance fluorescence; 290,000 compounds, 0.89% hits; inhibition, % at 5.6 µM; AID 1527, 2009;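 active means inhibition above the mean of all tested compounds plus 3 SD, cutoff set per screening run, cut at about 7.5% in these data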;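 further: red hydrolysis product quenches plate fluorescence so inhibitors raise well fluorescence; 0% = enzyme with DMSO and 100% = DMSO without enzyme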
IDE inh: human IDE inhibitors in live cells, primary screen, fluorescence polarization, HEK cells, FAbetaB substrate. FAbetaB cleavage. inhibition, % at 5.59 µM. 320,000 compounds, 0.41% hits;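 active means percent inhibition above the average of all tested compounds plus 3 SD, set per screening campaign, cut at about 16% in these data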;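 further: IDE supplied by intact live HEK cells; FP after avidin binding of uncleaved biotin substrate so inhibition keeps polarization high; 0% = DMSO wells and 100% = 60 µM reference IDE inhibitor Ii1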
IDE cell activ: human IDE activators in live cells, primary screen, fluorescence polarization, HEK cells, FAbeta-B substrate. Insulin-degrading enzyme (Homo sapiens), P14735. AID 493087, 2011. FAbeta-B cleavage; 0% vehicle, 100% cell-free pure enzyme wells. activation, % at 5.96 µM. 340,000 compounds, 0.073% hits;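 active means activation above the mean of all tested compounds plus 3 SD, set per screening campaign, cut at about 17% in these data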
FID counter: compounds displacing fluorescent DNA intercalator, primary screen, artefact control for HCV NS3 helicase inhibitor project, biochemical, FID fluorescence | DNA fluorescent intercalator displacement | inhibition, % at 7.9 µM | 290,000 compounds, 0.17% hits | AID 1845, 2009; in the data active means inhibition above about 37%;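 further: 0% = vehicle and 100% = reference compound; higher means more ethidium bromide displaced from hairpin DNA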
IMP-1 inh: IMP-1 metallo-beta-lactamase inhibitors, primary screen, biochemical, epi-absorbance readout, Pseudomonas aeruginosa enzyme. purified IMP-1, nitrocefin hydrolysis, epi-absorbance fluorescence. inhibition, % at 5.6 µM. 290,000 compounds, 0.45% hits. AID 1556, 2009;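 active means inhibition above the mean plus 3 SD of all compounds in the same screening run, cut at about 4.5% in these data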;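 further: 0% = IMP-1 with DMSO and 100% = DMSO wells lacking enzyme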
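Material – recombinant IMP-1 enzyme, purified · Amount – IMP-1 0.2 nM before substrate addition · Medium – HEPES buffer pH 7.1 with ZnSO4 and Brij 35 · Timing – 25 °C, 15 min preincubation, 25 min reaction · Measured by – plate fluorescence quenching by hydrolysis product, ex 480/em 530 nm · Read-out – percent enzyme inhibition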
SUMO HTRF inh: inhibitors of in vitro SUMOylation cascade, primary screen, biochemical, HTRF, uHTS. SUMO-conjugating enzyme UBC9 (Homo sapiens), P63279. HTRF SUMOylation assay, SAE1/SAE2 + UBC9. inhibition, % at 35 µM. 290,000 compounds, 0.36% hits. AID 2006, 2009; in the data active means inhibition above about 50%, passing the limit was not always enough; further: strong numbers were not always called active
Target sequence (P63279 whole entry, looked up): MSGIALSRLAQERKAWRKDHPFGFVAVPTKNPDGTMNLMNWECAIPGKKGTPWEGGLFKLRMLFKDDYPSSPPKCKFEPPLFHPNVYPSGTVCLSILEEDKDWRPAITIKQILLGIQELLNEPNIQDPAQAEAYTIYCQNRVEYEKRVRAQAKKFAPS
An asterisk follows results filed as active; x = not tested or not shown. Compounds were not picked by outcome. About 3.6% of those tested had a hit in this group.

SMILES | NS3 helicase inh | p-CIP stab down | M18AAP inhibitor | VIM-2 inh | IDE inh | IDE cell activ | FID counter | IMP-1 inh | SUMO HTRF inh
O=C(CN(Cc1ccccc1)C1=NCCS1)c1ccc(Cl)cc1 | -17 | -12 | 2 | 2.0 | 0 | 5 | 12 | 0.2 | 4
COc1cc(/C=N/Nc2nc(=O)[nH]nc2C)cc([N+](=O)[O-])c1O | 0 | -4 | -3 | -2.4 | -1 | 6 | -2 | -2.9 | 2
O=S(=O)(c1ccc2ccccc2c1)N1CCN(C(=S)Nc2ccc(F)c(Cl)c2)CC1 | -8 | -3 | 5 | -4.0 | 4 | 1 | -4 | -3.2 | -16
Cc1cccc(NC(=O)c2ccc(N(C)C3CCCCC3)c([N+](=O)[O-])c2)n1 | -2 | -11 | -3 | -0.9 | 3 | 6 | -1 | -1.1 | -10
COc1ccccc1N1CCN(c2ncnc3sc(C)c(-c4ccccc4)c23)CC1 | -13 | 1 | 0 | -3.3 | -1 | -1 | -39 | -0.6 | -16
Cc1cccc(NC(=O)CSc2nnc(NC(=O)CN3CCCCC3)s2)c1 | -4 | 7 | 3 | -2.1 | -4 | x | -2 | -2.2 | -7
Cn1cccc1/C=C1\SC(=S)N(NC(=O)c2ccc(Cl)cc2)C1=O | -4 | -10 | -5 | -1.4 | 3 | -5 | 16 | -3.6 | -27
Cc1ccc2c(=O)[nH]c(Cc3ccccc3C(=O)O)nc2c1 | 2 | -4 | -8 | -2.1 | 5 | 7 | -9 | -2.0 | 15
Cc1nc2oc3c(NCC4CCCO4)ncnc3c2c2c1COC(C)(C)C2 (stereo unspecified) | -1 | -23 | 4 | 0.4 | 4 | 5 | -25 | -2.5 | 3
CC(C)(C)C1CCC(=NNc2ccc(S(N)(=O)=O)cc2[N+](=O)[O-])CC1 (stereo unspecified) | -8 | 2 | 11 | -1.9 | -7 | 8 | 4 | 0.4 | -2
CCCCN(CCCC)CCCNC(=O)Cn1cc2c(n1)-c1c(oc(C(=O)N3CCCC3)c1C)CC2 | -3 | -2 | 5 | -0.3 | 7 | 5 | 17 | -3.3 | x
N#CC1=C(N)Oc2cc3c(cc2C1c1ccc(Cl)cc1)OCO3 (stereo unspecified) | 24 | -5 | 19 | -2.3 | 7 | -3 | -16 | -5.5 | -5
CN(C)S(=O)(=O)c1cccc(C(=O)N=C2N=C3C=CC(Cl)=CN3Cc3ccccc32)c1 | -2 | 11 | -3 | 0.1 | 1 | 2 | -4 | -0.3 | 5
N#C/C(=C/c1cccs1)c1nc2ccccc2[nH]1 | -2 | -32 | 4 | -0.3 | 3 | 0 | 3 | -4.6 | -16
CCOc1ccc2nc(NC(=O)C3=NNC(=O)CC3)sc2c1 | 4 | 10 | 15 | -1.8 | 1 | 3 | -3 | -0.4 | 7
CCNC(=S)Nc1cc(OCC)c(N2CCOCC2)cc1OCC | -4 | -8 | -6 | 0.2 | -3 | 4 | -7 | 0.4 | 0
Nc1nc(-c2ccco2)nn1C(=O)c1ccccc1 | -2 | -13 | 5 | -2.8 | 3 | 4 | 0 | -1.3 | 12
CC1CCCCN1CCCNC(=O)c1ccc2c(=O)n(CCc3ccccc3)c(=O)[nH]c2c1 (stereo unspecified) | -10 | 4 | 6 | 1.7 | 3 | 3 | 20 | 1.7 | 12
O=C(COc1ccc(Cl)cc1)NNC(=O)c1ccccc1C(=O)O | 4 | 3 | 2 | -6.2 | x | 0 | -4 | -5.1 | -6
CCN(CC)S(=O)(=O)c1ccc(Cl)c(NC(=O)COC(=O)c2ccc([N+](=O)[O-])o2)c1 | -1 | -8 | -6 | -3.5 | 2 | 3 | -1 | -2.3 | 13
COc1cccc(NC(=O)C(c2ccccc2)N2CCN(c3ccccn3)CC2)c1 (stereo unspecified) | -1 | 6 | 0 | -3.5 | -2 | 3 | -28 | -1.7 | 15
Cc1oc2cc3oc(=O)c(CCC(=O)NCCCN4CCOCC4)c(C)c3cc2c1C | -32 | -22 | 2 | -1.5 | -1 | -4 | 6 | -4.1 | 33
OCCNC(=S)Nc1ccc2c(c1)OCCO2 | 20 | -9 | -15 | 1.8 | -6 | 5 | -4 | 0.7 | 6
CCN(CC)C(=O)Cn1cc(S(=O)(=O)CC(=O)NCc2ccc(C)cc2)c2ccccc21 | 0 | -14 | 3 | -0.8 | 0 | 2 | -47 | -1.4 | 4
CC(=O)C1=C(O)C(=O)N(c2ccccn2)C1c1ccccc1[N+](=O)[O-] (stereo unspecified) | 12 | -16 | 28 | -0.4 | 6 | 1 | 1 | -2.5 | 6

Later entries.
SMILES | NS3 helicase inh | p-CIP stab down | M18AAP inhibitor | VIM-2 inh | IDE inh | IDE cell activ | FID counter | IMP-1 inh | SUMO HTRF inh
Cc1ccc(NC(=S)NC2CCCC2)c(C)c1 | -3 | -10 | 2 | -2.0 | 3 | 3 | -5 | -3.4 | 4
O=C(CCC1CCCCC1)Nc1c[nH]c(=O)[nH]c1=O | 1 | -2 | -6 | -2.5 | -2 | 8 | -3 | -1.6 | 10
O=C(COC(=O)CNC(=O)c1ccc(Br)o1)Nc1ccccc1OC(F)F | 9 | -5 | 1 | 1.7 | 0 | 3 | -3 | -2.6 | 6
Cc1oc2c(c1C(=O)O)C(=O)c1ccccc1C2=O | 12 | -6 | 7 | -1.6 | -2 | 5 | -3 | -2.6 | 57
Cc1occc1-c1nnc(SCC(=O)c2ccc(Cl)cc2)n1C | 4 | -2 | 3 | -2.7 | -5 | 4 | -17 | -4.5 | 20
OCCCNc1ncnc2sc3c(c12)CCN(Cc1ccccc1)C3 | -20 | 0 | -8 | -3.6 | -1 | -1 | 1 | -1.5 | 26
Cc1c(C=O)c2cc(OCc3ccccc3)ccc2n1C | -9 | -2 | 1 | -2.4 | -1 | 3 | -28 | -1.6 | 5
N#Cc1nc(COc2cccc(Cl)c2)oc1NCc1ccncc1 | 3 | 0 | 2 | -3.9 | 2 | 1 | -10 | -2.2 | -11
Cc1ccc(NC2CCCN(C(=O)c3cnc4ccccn4c3=O)C2)cc1C (stereo unspecified) | 4 | 7 | 21 | -0.9 | 1 | -2 | -7 | 0.1 | -1
O=C(COc1ccccc1)N/N=C/c1cc2c(cc1[N+](=O)[O-])OCO2 | 13 | -2 | 10 | 1.2 | -1 | 2 | -1 | 1.2 | 12
COc1ccc(CN2CCN(Cc3cccc(Oc4ccccc4)c3)CC2)c(OC)c1OC | -55 | 4 | 4 | -3.3 | 2 | 0 | 16 | 0.5 | -2
CCOc1ccc(NC(C)C(=O)N/N=C/c2cccs2)cc1 (stereo unspecified) | -5 | -4 | 4 | -2.4 | -2 | 9 | -19 | -2.0 | 1
CC(C)CCC(C)NC(=O)C1CCN(S(=O)(=O)/C=C/c2ccccc2)CC1 (stereo unspecified) | -4 | -10 | -3 | 1.5 | -1 | 5 | -27 | 1.3 | 16
CCCCS/C(N)=N/N=C/c1ccccc1O | -2 | 4 | 20 | -3.7 | -3 | 2 | -3 | -3.3 | 8
O=C(Nc1cc2c(cc1C(=O)O)OCCCO2)c1ccc(C(F)(F)F)cc1 | 7 | -10 | 6 | -3.5 | -4 | 3 | -6 | -1.9 | 21
COc1ccc(N(CC(O)CN2C(=O)NC(C)(C)C2=O)S(=O)(=O)c2ccc(C)cc2)cc1 (stereo unspecified) | -9 | 2 | -7 | -1.2 | 1 | 2 | -23 | -1.0 | -6
CCOc1ccc(NC(=O)c2cc(OC)nc3ccccc23)cc1 | -3 | 5 | -6 | -0.6 | 7 | 5 | -14 | -2.4 | 12
COc1cccc(CN2CC(C(=O)NCCc3ccc(C)o3)CCC2=O)c1 (stereo unspecified) | -1 | -16 | -82 | -4.8 | x | 2 | -18 | -3.6 | -1
COc1cccc(OC)c1OCC(O)CN1CCN(c2ccccc2)CC1 (stereo unspecified) | -2 | -5 | -4 | -2.2 | -1 | 2 | 10 | -6.0 | 10
O=C(c1cc2cc(Br)ccc2[nH]1)N1CCc2ccccc21 | 8 | -2 | 4 | -3.7 | x | 3 | -7 | -2.5 | 2
O=C(/C=C/c1ccco1)NCCc1ccccc1 | 5 | 1 | -12 | -2.7 | -1 | 4 | -12 | -3.0 | 31
c1ccc(-c2noc(-c3ccc4c(c3)OCO4)n2)cc1 | -7 | 7 | -11 | -2.3 | 4 | 1 | 0 | -3.6 | 7
COc1cccc(N2CCN(c3ccc4nnc(CCC(=O)Nc5ccccc5OC)n4n3)CC2)c1 | -17 | -10 | -1 | -1.1 | -1 | -3 | -61 | -0.9 | x
COc1cc(CSc2ncn[nH]2)c(OC)cc1CSc1ncn[nH]1 | 1 | -3 | -10 | -3.1 | 3 | 4 | 3 | -2.8 | 10

9 entries from above, as a markdown table.
| structure | NS3 helicase inh | p-CIP stab down | M18AAP inhibitor | VIM-2 inh | IDE inh | IDE cell activ | FID counter | IMP-1 inh | SUMO HTRF inh |
| --- | --- | --- | --- | --- | --- | --- | --- | --- | --- |
| Cc1ccc(NC(=S)NC2CCCC2)c(C)c1 | -3 | -10 | 2 | -2.0 | 3 | 3 | -5 | -3.4 | 4 |
| O=C(CCC1CCCCC1)Nc1c[nH]c(=O)[nH]c1=O | 1 | -2 | -6 | -2.5 | -2 | 8 | -3 | -1.6 | 10 |
| O=C(COC(=O)CNC(=O)c1ccc(Br)o1)Nc1ccccc1OC(F)F | 9 | -5 | 1 | 1.7 | 0 | 3 | -3 | -2.6 | 6 |
| Cc1oc2c(c1C(=O)O)C(=O)c1ccccc1C2=O | 12 | -6 | 7 | -1.6 | -2 | 5 | -3 | -2.6 | 57 |
| Cc1occc1-c1nnc(SCC(=O)c2ccc(Cl)cc2)n1C | 4 | -2 | 3 | -2.7 | -5 | 4 | -17 | -4.5 | 20 |
| OCCCNc1ncnc2sc3c(c12)CCN(Cc1ccccc1)C3 | -20 | 0 | -8 | -3.6 | -1 | -1 | 1 | -1.5 | 26 |
| Cc1c(C=O)c2cc(OCc3ccccc3)ccc2n1C | -9 | -2 | 1 | -2.4 | -1 | 3 | -28 | -1.6 | 5 |
| N#Cc1nc(COc2cccc(Cl)c2)oc1NCc1ccncc1 | 3 | 0 | 2 | -3.9 | 2 | 1 | -10 | -2.2 | -11 |
| Cc1ccc(NC2CCCN(C(=O)c3cnc4ccccn4c3=O)C2)cc1C (stereo unspecified) | 4 | 7 | 21 | -0.9 | 1 | -2 | -7 | 0.1 | -1 |

Screens (PubChem BioAssay)
